# Screening data as filed in PubChem.
# Apoferritin bind: qHTS Assay for Identification of Novel General Anesthetics | Potency, µM (titrated, usually from 77.5 µM), without a hit: at the top dose activity change, negative = displacement, usual class: inhibitors | actives 0.074% (n = 350,000) | apoferritin/1-aminoanthracene competitive binding, fluorescence; also: potency is read from the fitted curve at half-maximal effect; % is scaled to controls: 0 for no effect and ±100 for the full control effect; nearly all actives have a fitted effect of over 20% in size
# Target sequence (P02791 2-175 limits assumed): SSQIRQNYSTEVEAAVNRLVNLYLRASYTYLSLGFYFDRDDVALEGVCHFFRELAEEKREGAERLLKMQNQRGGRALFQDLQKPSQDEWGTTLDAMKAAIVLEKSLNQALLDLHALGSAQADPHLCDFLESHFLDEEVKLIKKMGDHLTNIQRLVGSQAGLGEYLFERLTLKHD
#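 Read-out: endpoint 1-AMA fluorescence, excitation 380 nm and emission 535 nm, after compounds sit 10 min at room temperature with 10 uM horse-spleen apoferritin in 50% saturated 1-AMA/PBS. Values come from four-parameter Hill fits.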
# ERG-DNA inh: qHTS for Small Molecule Inhibitors of the ERG Ets/DNA interaction | Transcriptional regulator ERG (Homo sapiens), P11308 | fluorescence polarization, His-ERG Ets domain / labelled DNA | Potency, µM (series often up to 76.9 µM), without a hit: top-dose FP activity, negative = inhibition, usual class: inhibitors | actives 0.028% (n = 370,000) | AID 624246, 2012; active = well fitted inhibition curve with a large enough effect in the polarisation, with a control signal flat; inconclusive = small, poorly fitted or top-dose-only effect, or effect the other way, or a change in a side signal; inactive = no such curve, though single readings can be large or run the other way; the % refers to the polarisation;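 also: polarization taken with two DNA probes labelled with fluorescein and Texas red; potency is read from the fitted curve at half-maximal effect; % of control where 0% means no effect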
#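 His-tagged ERG Ets domain (1 uM in the protein solution; 300mM KCl, 50mM Tris-HCl, 1mM EDTA, 1mM DTT, pH 7.5) received compound, then a probe mix of 5 nM fluorescein-DNA and 100nM Texas-615-DNA. Fluorescence polarization was read for both dyes.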
# Pol beta inh: qHTS Assay for Inhibitors of DNA Polymerase Beta; P06746; Pol beta primer extension/strand displacement, fluorescence kinetic; Potency, µM (doses to about 114 µM), without a hit: top-dose activity change, negative = inhibition, usual class: inhibitors; actives 1.3% (n = 340,000); also: potency is read from the fitted curve at half-maximal effect; % is scaled to controls: 0 for no effect and ±100 for the full control effect
#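 Kinetic readout of DNA synthesis with strand displacement by Pol beta. Compound and 10 nM enzyme sit 15 min at room temperature; 50 nM substrate starts the reaction, read immediately and at 10 min.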
# RGS4 inh: Inhibitors of Regulator of G Protein Signaling (RGS) 4: qHTS | AID 504845, 2011 | actives 0.039% (n = 390,000) | Regulator of G-protein signaling 4 (Homo sapiens), P49798 | Transcreener GDP fluorescence polarization, RGS4-accelerated GTP hydrolysis | Potency, µM (titrated, usually from 114 µM), for the others: top-dose activity change, negative = inhibition, usual class: inhibitors; also: potency is read from the fitted curve at half-maximal effect; % is scaled to controls: 0 for no effect and ±100 for the full control effect; nearly all actives have a fitted effect of over 75% in size; some results filed as inactive show a strong effect at the top dose
# Target sequence (P49798 whole entry, looked up): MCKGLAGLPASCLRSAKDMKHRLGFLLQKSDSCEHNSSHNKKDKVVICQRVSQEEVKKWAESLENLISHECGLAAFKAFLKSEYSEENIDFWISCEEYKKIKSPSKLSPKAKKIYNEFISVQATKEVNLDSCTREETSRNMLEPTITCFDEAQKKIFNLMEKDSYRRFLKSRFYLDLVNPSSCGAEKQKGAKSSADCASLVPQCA
#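 MLSMR compounds (23 nl, pin-transferred) preincubated 10 min at room temperature with a 500nM (2x) first reagent, then RGS4 at 900nM (2x) plus Transcreener GDP mix added; fluorescence polarization (620/688 nm) read before and after 90 min at 30 °C.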
# LDHA block: qHTS assay for inhibitors of human lactate dehydrogenase; L-lactate dehydrogenase A chain (Homo sapiens), P00338; purified LDHA, NADH/diaphorase-resazurin fluorescence; active compounds read low; activity change, % (values are at about 110 or 230 µM); actives 0.15% (n = 480,000); in the data active = activity change below about -30%; inconclusive = mostly about -25% to -30%;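 also: plate controls were DMSO wells for no effect and wells without enzyme for full effect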
#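 Remaining NADH was detected by diaphorase (0.133 mg/mL) converting 37 µM resazurin to fluorescent resorufin, read at 0 and 20 minutes. The preceding 5-minute room-temperature reaction used 2 nM LDHA, 0.2 mM sodium pyruvate and 0.06 mM NADH at pH 7.4.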
# APEX1 inh: qHTS Assay for Inhibitors of the Human Apurinic/apyrimidinic Endonuclease 1 (APE1); Potency, µM (highest dose often 65.8 µM), for the others: at the top dose activity change, negative = inhibition, hits mostly inhibitors; actives 0.35% (n = 350,000); DNA repair nuclease/redox regulator APEX1 (Homo sapiens), P27695; AID 2517, 2012; recombinant APE1, TAMRA/BHQ-2 abasic DNA cleavage fluorescence;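 also: potency is read from the fitted curve at half-maximal effect; plate controls were vehicle for no effect and reference inhibitor for full effect; nearly all actives have a fitted effect of over 55% in size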
# Target sequence (P27695 whole entry, looked up): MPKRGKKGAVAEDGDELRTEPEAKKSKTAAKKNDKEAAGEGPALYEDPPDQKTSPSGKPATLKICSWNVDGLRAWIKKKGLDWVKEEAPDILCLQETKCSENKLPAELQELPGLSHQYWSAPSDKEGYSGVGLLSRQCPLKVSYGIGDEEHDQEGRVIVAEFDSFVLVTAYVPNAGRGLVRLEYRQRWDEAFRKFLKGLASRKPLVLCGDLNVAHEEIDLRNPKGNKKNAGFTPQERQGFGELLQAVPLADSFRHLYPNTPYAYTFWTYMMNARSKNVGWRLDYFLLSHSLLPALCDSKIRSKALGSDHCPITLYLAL
#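 APE1 at 0.75 nM preincubated 15 min at room temperature with compound. Reaction then started with 50 nM double-stranded THF-abasic substrate labelled with TAMRA/BHQ-2, and 525/598 nm fluorescence read kinetically. Activity taken as third-minus-first read difference, normalized to DMSO and NSC13755 controls.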
# Pol kappa inh: qHTS for Inhibitors of Polymerase Kappa | purified Pol kappa, fluorescent DNA synthesis assay, 10 min | DNA polymerase kappa (Homo sapiens), Q9UBT6 | Potency, µM (titrated, usually from 107 µM), for inactives: top-dose activity, negative = inhibition, most hits filed as inhibitors | actives 0.53% (n = 400,000) | AID 588579, 2011; also: potency is read from the fitted curve at half-maximal effect; % is scaled to controls: 0 for no effect and ±100 for the full control effect
#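 Kinetic fluorescence readout at 0 and 10 min followed reaction start with substrate at 50 nM final. Beforehand, enzyme (10 nM Pol kappa) stood 15 min with compound at room temperature; buffer-only wells were negative controls.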
# ALOX12 inh: Primary qHTS assay for inhibitors of human arachidonate 12S-lipoxygenase (ALOX12): Round 2; purified 12hLO, xylenol orange hydroperoxide absorbance; Polyunsaturated fatty acid lipoxygenase ALOX12 (Homo sapiens), P18054; Potency, µM (doses to about 108 µM), without a hit: top-dose activity change, negative = inhibition, most hits filed as inhibitors; actives 1.1% (n = 580,000); also: potency is read from the fitted curve at half-maximal effect; % is scaled to controls: 0 for no effect and ±100 for the full control effect
#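 Purified human 12hLO (150 nM final) in 25 mM Hepes, 0.01% Triton X-100, pH 7.0 was preincubated 15 min at room temperature with compound. Then 40 uM arachidonic acid was added, 30 min. Hydroperoxide was read by Fe-XO absorbance ratio 573/405 nm.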
# Pol eta inh: qHTS for Inhibitors of Polymerase Eta; DNA polymerase eta (Homo sapiens), Q9Y253; recombinant Pol eta, fluorescent DNA replication assay; Potency, µM (titrated, usually from 114 µM), for inactives: top-dose activity change, negative = inhibition, usual class: inhibitors; actives 1.2% (n = 390,000); AID 588591, 2011; also: potency is read from the fitted curve at half-maximal effect; % is scaled to controls: 0 for no effect and ±100 for the full control effect
#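 Fluorescent replication assay: 50 nM final substrate added after a 15 min room-temperature compound preincubation with 10 nM enzyme. Signal taken at 0 min and again at 10 min.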
# * marks the source's active call; other numbers are inactive results; ? = inconclusive; nt = no result given; & = joins results of further samples; [ ] = remark or other dose. Unless noted, calls follow the shape of the dose curve; as a rule, active = well fitted curve in the direction sought with a large enough effect; inconclusive = small, poorly fitted or top-dose-only effect, or another doubt; inactive = no such curve, though single readings can be large; an effect the other way counts as inactive or inconclusive. Some of the compounds tested. The share of hits here may be higher or lower than overall.
SMILES,Apoferritin bind,ERG-DNA inh,Pol beta inh,RGS4 inh,LDHA block,APEX1 inh,Pol kappa inh,ALOX12 inh,Pol eta inh
Cc1ccc(Cn2ccnc2SCC(=O)Nc2ccc3c(c2)OCCO3)cc1,?,-9.2%,-26.7%,-50.8%,2.6,nt,-3.6%[60.1 µM],-16.1%,?
COc1ccc(C(=O)NCc2ccccc2CN2CCCC2)cc1S(=O)(=O)N1CCOCC1,nt,-18.9%,nt,-22.5%,-4.4,22.8%,-5.3%,?,-20.9%
CCc1ccc(NC(=O)CSc2nc3ccsc3c(=O)n2C(C)CC)cc1 (centres undefined),-6.8%,5.8%,-0.2%,-1.7%,1.3,nt,-7.4%[60.1 µM],-21.7%,-19.4%
CC(/C=N/n1c(C2CCCCC2)n[nH]c1=S)=C\c1ccccc1,?,4.1%,0.3%,?,-0.8,-1.5%,-17.3%,?,-21.5%
COc1cccc(OC(=O)c2cc3ccccc3oc2=O)c1,-23.8%,-2.5%,-22.0%,-17.3%,4.8,0.1%,-3.6%,223.0%[activator],-12.9%
Cc1noc(C)c1S(=O)(=O)N1CCC(C(=O)NC2CCCc3ccccc32)CC1 (centres undefined),-0.9%,3.4%,23.0%,-27.5%,-5.9,1.5%,6.3%,34.8%,-11.3%
Cc1ccc(C)c(NC(=O)Cn2ncc3c(C)n(Cc4ccc(F)cc4)c(C)c3c2=O)c1,2.4%,-1.3%,?,-17.1%,-1.5,nt,-1.9%,-3.6%,?
CC(C)(C)C(=O)Nc1nc(=S)ss1,-14.1%,-5.9%,30.9%,?,-1.8,14.4%,-8.3%,?,-6.9%
O=C(COCc1cc(-c2ccco2)on1)Nc1cccc(Cl)c1Cl,-10.8%,-3.1%,-26.9%,-10.8%,-20.1,nt,-9.3%,-16.0%,-4.8%
CCN(CC)C(=O)CSc1nc(C)cc(C)n1,-5.3%,13.1%,-24.2%,11.3%,-4.6,-0.8%,2.4%,-0.9%,-10.4%
Cc1cccc(NC(=O)c2sc(-n3nc(C)c(Cc4ccc5c(c4)OCO5)c3C)nc2C)c1C,-8.2%,-4.9%,18.7%,8.1%,-6.9,nt,-1.8%,?,-25.6%
Cc1[nH]c2ccccc2c1CCN(Cc1cccnc1)C(=S)NC(C)(C)C,1.8%,8.1%,2.2%,-11.6%,-1.6,10.2%,6.3%,37.2%[activator],-8.7%
O=C(NCC(=O)N(c1ccccc1)C(C(=O)NC1CCCC1)c1ccncc1)c1cccs1 (centres undefined),-1.7%,7.1%,14.9%,-6.7%,-8.5,11.6%,-2.5%,0.5%,-26.6%
O=C(CN1C(=O)c2cccc([N+](=O)[O-])c2C1=O)OCC(=O)N1CCCCC1,nt,11.1%,nt,21.0%,-0.8,-5.5%,-9.2%,-8.8%,-7.3%
Cc1ccc2scc(N3CCCCC3)c(=O)c2c1,-2.8%,12.2%,16.9%,12.4%,-5.8,nt,-6.1%[60.1 µM],?,-16.8%
COc1cc(CN(C)Cc2cccc3ccccc23)cc([N+](=O)[O-])c1O,-1.7%,-16.8%,19.9%,-14.0%,2.7,19.1%,-9.0%,2.6%,-14.5%
CC1CC(C)CN(C(=O)COC(=O)c2ccc3ncsc3c2)C1 (centres undefined),nt,-1.2%,nt,-1.8%,1.5,-0.8%,5.6%,-3.2%,-12.6%
COc1ccc(NC(=O)CSc2nc3[nH]c(=O)[nH]c(=O)c3s2)cc1OC,-7.5%,22.5%,78.5%,-40.9%,-3.4,-5.6%,-6.7%,?,-14.8%
Cc1ccc(-c2onc(C)c2C)cc1S(=O)(=O)Nc1ccccn1,0.4%,2.7%,-1.9%,-2.8%,-4.7,nt,-7.2%,?,9.1%
COc1ccc(Cn2c(CCC(=O)Nc3cccc(Cl)c3)nc3cccnc32)cc1,-9.5%,0.2%,1.7%,-8.5%,-8.4,nt,-6.7%,-15.6%,-0.1%
CCOc1cc(CNCc2cccnc2)ccc1OCC(=O)NC(C)(C)C,-6.2%,50.1%[activator],17.6%,-6.9%[56.9 µM],0.7,2.0%,-1.6%,42.7%[activator],-2.1%
Fc1ccccc1OCCCn1ccnc1,?,8.1%,15.8%,-15.0%,0.7,9.4%,24.0%,4.7%,-11.2%
Cc1ccc(NC(=O)CSc2ncccc2C(=O)Oc2ccccc2Cl)cc1Cl,-3.3%,-3.6%,0.4%,5.6%,-3.7,nt,-5.3%[60.1 µM],-36.9%,-13.0%
Cc1cc(C)cc(N(CC(=O)NCc2ccco2)C(=O)CCC(=O)Nc2nccs2)c1,-3.6%,0.3%,17.1%,0.5%,-8.0,4.9%,-12.2%,-8.3%,5.3%
CN(C)c1ccc(CNCc2cccnc2)cc1,nt,0.0%,nt,24.5%,-5.5,nt,-3.7%,248.7%[activator],-12.2%
CCOc1cc(N2CCOCC2)c(OCC)cc1NC(=O)Cc1cccc2ccccc12,1.6%,0.3%,-16.9%,0.2%,11.9,20.0%,-13.9%,-8.9%,-13.4%
O=C(COC(=O)c1ccc(S(=O)(=O)NCc2ccco2)cc1)NC1CCCCC1,-21.9%,-1.8%,?,-11.3%,-4.5,-0.4%,-3.7%,9.2%,8.5%
COc1ccccc1NC(=O)C[n+]1ccccc1,3.4%,-13.0%,?,15.4%,-7.9,4.9%,-2.8%,13.8%,-14.8%
Cc1ccc(C2(O)CN(c3ccccc3C)C3=[N+]2CCS3)cc1 (centres undefined),-2.2%,-3.2%,25.6%,-7.0%,-4.3,-4.2%,-14.1%,?,-10.5%
O=C(CCc1nc(-c2ccc(F)cc2)no1)NCc1ccccc1CN1CCOCC1,nt,1.9%,nt,4.3%,-8.1,21.6%,-4.6%,-2.6%,-11.4%
COc1cc(S(=O)(=O)N2CCCCC2)ccc1NC(=O)c1ccccc1Cl,0.6%,-1.2%,6.0%,-2.5%,5.9,0.1%,-1.8%,-5.4%,-1.7%
CCOc1ccc(NC(=O)CSc2nc3ccccc3nc2N2CCOCC2)cc1,-14.1%&-4.5%,1.4%&2.0%,9.3%&7.4%,9.3%&1.1%,-7.5&-12.1,9.5%,-8.9%&-26.1%,13.9%&-21.1%,-10.5%&-7.1%
O=C(O)CC(NC(=O)Nc1ccccc1)c1ccc(OC2CCCC2)cc1 (centres undefined),?,1.1%,6.1%,16.2%,-5.1,-0.7%,-1.7%,-55.3%,-15.2%
Cc1cc(N2CCN(c3ccccc3)CC2)nc(N)n1,-4.3%,1.4%,25.9%,10.4%,0.6,4.4%,-15.6%,0.0%,-12.8%
COc1cccc(CNS(=O)(=O)c2cn(C)cn2)c1,-4.7%,3.8%,27.1%,-16.0%,-2.2,0.4%,-15.3%,-5.9%,-1.5%
COc1cccc(NC(=O)CN(C)C(=O)CSCc2nc3scc(-c4cccs4)c3c(=O)[nH]2)c1,nt,2.0%,nt,4.8%,-6.5,-3.0%,-12.9%,13.6%,?
Cc1ccc(-n2c(SCC(=O)Nc3ccc4c5c(cccc35)CC4)nc(O)cc2=O)cc1,-20.2%,6.9%,35.5µM*,-2.0%[11.4 µM],-1.8,-8.5%,-23.8%,?,-12.1%
COC(=O)Nc1nnc(Cc2ccc(Cl)cc2)s1,-17.1%,-2.1%,0.8%,14.3%,-13.5,1.8%,-15.3%,-0.6%,-9.6%
CC(C)Cn1cc(NC(=O)N2CCN(c3cccc(Cl)c3)CC2)c2ccccc2c1=O,4.3%,-3.7%,3.7%,-8.2%,4.8,nt,-17.0%,3.2%,-20.1%
Cc1ccc(S(=O)(=O)Nc2ccc3[nH]ccc3c2)cc1,?,-5.1%,15.1%,1.7%,-9.3,-3.7%,0.6%,nt,-12.9%
CCN1C(=O)/C(=C\C(=O)c2cccs2)c2cc(Br)ccc21,-17.4%,11.7%,18.4%,?,7.0,?,-7.7%,?,-6.3%
COc1ccc(S(=O)(=O)NCc2ccc(C(=O)NCCCN3CC(C)CC(C)C3)cc2)cc1 (centres undefined),-14.4%,0.0%,1.6%,-38.7%[56.9 µM],-2.3,73.5%[activator],7.2%,-7.1%,-19.7%
CC(=O)c1cccc(NC(=O)CCNC(=O)c2ccccc2Cl)c1,6.5%,-3.4%,1.9%,-19.8%[56.9 µM],-1.0,-26.6%,4.7%,16.2%,-17.2%
